Pol eta inh: blocks human DNA polymerase eta activity; recombinant Pol eta, fluorescent DNA replication assay; actives 1.2% (n = 390,000); Q9Y253; Potency, µM (highest dose often 114 µM), for the others: at the top dose activity change, negative = inhibition, hits mostly inhibitors; note: potency is the fitted concentration of half-maximal effect; % is set by controls: 0 for no effect and ±100 for the full control effect
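Pol eta (10 nM) was preincubated with compounds for 15 min at room temperature, after which fluorescent replication substrate (50 nM final) was added to start the reaction. Fluorescence was read kinetically at 0 and 10 min.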
Anesthetic bind: binds horse apoferritin like a general anesthetic | Potency, µM (highest dose often 77.5 µM), inactives show at the top dose activity change, negative = displacement, usual class: inhibitors | apoferritin/1-aminoanthracene competitive binding, fluorescence | P02791 | AID 485281 | actives 0.074% (n = 350,000); note: potency is the fitted concentration of half-maximal effect; % is set by controls: 0 for no effect and ±100 for the full control effect; nearly all actives have a fitted effect of over 20% in size
Target sequence (P02791 2-175 limits assumed): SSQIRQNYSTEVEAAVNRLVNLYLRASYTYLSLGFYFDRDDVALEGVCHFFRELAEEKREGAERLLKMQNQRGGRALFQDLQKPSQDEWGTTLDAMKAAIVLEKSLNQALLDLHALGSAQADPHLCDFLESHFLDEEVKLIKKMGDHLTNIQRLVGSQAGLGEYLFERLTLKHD
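Steps: apoferritin (10 uM) was premixed with half-saturated 1-AMA in PBS, compounds were pin-transferred, plates stood 10 min at room temperature, fluorescence was read at 380/535 nm, and curves were fitted with a Hill equation.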
LDHA block: blocks human lactate dehydrogenase A; purified LDHA, NADH/diaphorase-resazurin fluorescence; hits give low values; activity change, % (values are at about 110 or 230 µM); actives 0.15% (n = 480,000); in the data active = activity change below about -30%; inconclusive = mostly about -25% to -30%;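 note: plate controls were DMSO wells for no effect and wells without enzyme for full effect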
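Human LDH5 (2 nM) was incubated with 0.06 mM NADH and 0.2 mM pyruvate for 5 min at room temperature in Tris pH 7.4. Remaining NADH was coupled through diaphorase/resazurin, and resorufin fluorescence was read at 0 and 20 min.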
Glioma ERSR ind: ER stress response induction in glioma; U87-MG GRP78 promoter luciferase reporter, 16 h; actives 0.02% (n = 420,000); Potency, µM, without a hit: at the highest dose activation, actives largely listed as activators; note: potency is the fitted concentration of half-maximal effect; series mostly up to about 76 µM; % of control where 0% means no effect; nearly all actives have a fitted effect of over 35% in size
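ERSR induction read as luciferase luminescence (Bright-Glo, 10 min at room temperature) in stably transfected human U87-MG glioma cells exposed to compounds for 16 h, using GRP78 as sensor.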
Pol beta inh: inhibitors of human DNA polymerase beta | P06746 | Pol beta primer extension/strand displacement, fluorescence kinetic | AID 485314 | actives 1.3% (n = 340,000) | Potency, µM (doses to about 114 µM), inactives show at the highest dose activity change, negative = inhibition, usual class: inhibitors; note: potency is the fitted concentration of half-maximal effect; % is set by controls: 0 for no effect and ±100 for the full control effect
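Reaction started by 50 nM substrate onto compound-treated Pol beta (10 nM, 15 min preincubation, room temperature); plates read at 0 min and 10 min. Normalized concentration-effect data fitted by four-parameter Hill equation.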
POLK inh: blocks human DNA polymerase kappa activity. AID 588579. actives 0.53% (n = 400,000). purified Pol kappa, fluorescent DNA synthesis assay, 10 min. Potency, µM (doses to about 107 µM), for inactives: at the highest dose activity, negative = inhibition, usual class: inhibitors; note: potency is the fitted concentration of half-maximal effect; % is set by controls: 0 for no effect and ±100 for the full control effect
Target sequence (Q9UBT6 whole entry, looked up): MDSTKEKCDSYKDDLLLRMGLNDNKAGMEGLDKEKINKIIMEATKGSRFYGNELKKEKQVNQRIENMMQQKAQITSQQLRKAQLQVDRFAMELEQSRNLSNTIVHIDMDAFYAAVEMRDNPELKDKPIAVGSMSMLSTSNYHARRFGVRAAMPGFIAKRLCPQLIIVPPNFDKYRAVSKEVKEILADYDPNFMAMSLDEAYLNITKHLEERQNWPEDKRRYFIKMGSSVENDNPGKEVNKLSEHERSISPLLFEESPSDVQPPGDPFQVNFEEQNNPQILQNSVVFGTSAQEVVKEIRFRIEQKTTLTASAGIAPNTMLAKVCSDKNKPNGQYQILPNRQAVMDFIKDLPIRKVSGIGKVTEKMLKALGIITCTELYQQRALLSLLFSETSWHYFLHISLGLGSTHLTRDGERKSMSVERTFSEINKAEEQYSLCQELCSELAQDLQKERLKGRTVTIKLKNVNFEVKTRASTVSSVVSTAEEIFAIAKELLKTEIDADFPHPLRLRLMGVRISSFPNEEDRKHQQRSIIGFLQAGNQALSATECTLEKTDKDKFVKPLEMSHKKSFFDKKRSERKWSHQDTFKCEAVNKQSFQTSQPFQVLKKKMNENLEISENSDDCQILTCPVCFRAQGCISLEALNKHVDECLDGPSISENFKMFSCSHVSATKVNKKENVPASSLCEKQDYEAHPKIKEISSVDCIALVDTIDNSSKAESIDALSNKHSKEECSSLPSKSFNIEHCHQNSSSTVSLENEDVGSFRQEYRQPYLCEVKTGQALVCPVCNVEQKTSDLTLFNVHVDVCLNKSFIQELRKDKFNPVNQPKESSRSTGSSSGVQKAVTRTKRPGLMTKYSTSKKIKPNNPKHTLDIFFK
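Readout: fluorescence, taken kinetically at 0 and 10 min. Conditions: 10 nM Pol kappa, 15 min RT compound preincubation, 50 nM substrate final. Controls: enzyme-free buffer wells.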
APEX1 inh: inhibitors of human APE1 endonuclease. recombinant APE1, TAMRA/BHQ-2 abasic DNA cleavage fluorescence. actives 0.35% (n = 350,000). P27695. AID 2517. Potency, µM (top dose mostly 65.8 µM), for the others: at the highest dose activity change, negative = inhibition, most hits filed as inhibitors;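 note: potency is the fitted concentration of half-maximal effect; plate controls were vehicle for no effect and reference inhibitor for full effect; nearly all actives have a fitted effect of over 55% in size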
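Measures dequenching upon AP-site incision of a 5'-TAMRA/3'-BHQ-2 THF-containing duplex, 50 nM; human APE1 0.75 nM after 15 min room-temperature exposure to compound; kinetic three-point read at one-minute spacing.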
POLI inh: blocks human DNA polymerase iota activity; Pol iota fluorescent replication assay, 10 min; actives 1% (n = 390,000); Q9UNA4; Potency, µM (doses to about 115 µM), for inactives: at the top dose activity, negative = inhibition, most hits filed as inhibitors; note: potency is the fitted concentration of half-maximal effect
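Pol iota at 10 nM preincubated 15 min with compounds at room temperature; reaction started with fluorescent substrate, 50 nM final. Fluorescence read kinetically at 0 and 10 min; buffer-only wells as negative control.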
BLM helicase inh: blocks DNA unwinding by human BLM helicase | P54132 | recombinant BLM DNA unwinding, fluorescence dequenching | Potency, µM (highest dose often 56.1 µM), without a hit: at the top dose activity change, negative = inhibition, actives largely listed as inhibitors | actives 0.2% (n = 350,000);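 note: potency is the fitted concentration of half-maximal effect; plate controls were vehicle for no effect and no enzyme for full effect; nearly all actives have a fitted effect of over 35% in size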
An asterisk follows results filed as active; ? = inconclusive; nt = no result given; [ ] = dose if it differs, or a comment. Unless noted, calls come from the whole dose curve; as a rule, active = well fitted curve in the direction sought with a large enough effect; inconclusive = small, poorly fitted or top-dose-only effect, or another doubt; inactive = no such curve, though single readings can be large; an effect the other way counts as inactive or inconclusive. Some of the compounds tested, so the mix of outcomes need not match the whole.

SMILES | Pol eta inh | Anesthetic bind | LDHA block | Glioma ERSR ind | Pol beta inh | POLK inh | APEX1 inh | POLI inh | BLM helicase inh
CCOc1cc(C(=O)OCC(=O)N(C)c2ccccc2)cc(OCC)c1OCC | -6% | -1% | -3 | 0% | 0% | -8% | 0% | 98%[activator] | -7%
COc1ccccc1CCNCc1ccc(OC)c(OCc2ccccc2)c1 | -11% | 6% | -8 | -3% | -22% | -14% | 2% | -10% | -8%
O=C(O)c1cc(N=Nc2c(O)[nH]c3ccc([N+](=O)[O-])cc23)ccc1Cl | ? | -4% | -2 | -3% | -1% | 2% | ? | ? | -4%
CCCN(CCC)C(=O)Cn1c(=O)n(-c2cccc(C)c2)c(=O)c2c1c1cc(OC)ccc1n2C | -17% | 239%[activator] | 3 | -2% | 2% | -21% | nt | 7% | -6%
CCc1nnc(NC(=O)CSc2nc(C3CCCCC3)nc3ccccc23)s1 | -3% | -14% | -16 | -5% | 25% | -6% | 0% | 30% | -1%
O=[N+]([O-])c1ccc(-n2nncc2-c2ccccc2)cc1 | -8% | -6% | -3 | -5% | 2% | 10% | 0% | 11% | 3%
c1ccc(Oc2ccc(-c3ccn[nH]3)cc2)cc1 | -12% | -5% | -3 | 4% | 1% | -13% | -1% | 167%[activator] | -9%
O=C(/C=C/c1ccc(Cl)cc1)Nc1cc(S(=O)(=O)N2CCOCC2)ccc1N1CCOCC1 | -3% | nt | -6 | -4% | nt | -7% | -10% | 79%[activator] | nt
COc1ccccc1OCCNC(=O)CCNC(=O)c1ccccc1Cl | -9% | 0% | -2 | 1% | ? | 3% | 33% | 35%[activator] | -1%
O=C(Nc1cccc(C(=O)Nc2cccc(Br)c2)c1)c1ccccc1 | -13% | -18% | -4 | 4% | 12% | 8% | 3% | 15% | -4%
O=C(C/C=N/OCc1ccc(Cl)cc1Cl)c1ccc(Cl)cc1 | -18% | ? | -4 | 0% | -14% | -17% | 13% | 23% | -5%
Cc1ccc(OCC(=O)Nc2ccc(N3CCN(C(=O)c4ccco4)CC3)cc2)cc1 | -11% | -19% | -7 | -2% | 21% | -10% | 1% | -22% | -4%
COc1cc2cc(CN(CCCN3CCOCC3)C(=O)Nc3ccccc3F)c(=O)[nH]c2cc1OC | -17% | -1% | -1 | -3% | -8% | -11% | 3% | 66%[activator] | 1%
COCCNC(=O)c1ccc(CS(=O)(=O)c2cccc(C(F)(F)F)c2)o1 | -14% | 0% | 2 | -1% | 91% | 12% | 6% | 15% | -2%
CC(c1ccncc1)C(C)c1ccncc1 (stereo not given) | 3% | nt | -4 | -2% | nt | -11% | 13% | -5% | nt
Cc1cc(C)c(C(=O)Cn2nc(C)c([N+](=O)[O-])c2C)cc1C | -18% | -18% | -1 | -4% | 6% | 2% | -9% | 96%[activator] | -8%
Cc1cc(C(=O)NNC(=O)c2c(-c3c(Cl)cccc3Cl)noc2C)no1 | -22% | -3% | -3 | -4% | 2% | -15% | -5% | -6% | -2%
COC(=O)Nc1ccc(S(=O)(=O)N2CCCCC2)cc1 | -8% | -21% | -4 | -1% | 5% | -3% | 2% | -11% | -5%
Cc1ccc(C(=O)OCC(=O)NCC(F)(F)F)cc1C | -18% | -3% | -8 | 3% | 53% | -4% | 1% | 7% | -3%
COc1ccc(C2/C=C\CN(C(=O)c3ccc(C)cc3)C(Cc3ccccc3)C(=O)N2Cc2ccc(F)cc2)cc1 (stereo not given) | nt | 10% | nt | -5% | nt | -19% | 16% | -8% | -3%
COc1cccc(CNC(=O)C2CCCN(c3nnc(-n4c(C)ccc4C)s3)C2)c1 (stereo not given) | -9% | -15% | -7 | -3% | -13% | -23% | nt | -10% | -5%
CCOC(=O)c1ccccc1NC(=O)CN1CCCN(Cc2cc(C)ccc2C)S1(=O)=O | -21% | -4% | -2 | -2% | 3% | 8% | nt | 18% | -6%
CCCCOc1ccccc1CC1C(=O)Nc2ccc(Br)cc21 (stereo not given) | nt | -8% | nt | nt | -27% | 1% | nt | 10% | -12%
CC(C)n1cc(/C=N/NC(=O)COc2cccc3cccnc23)c2ccccc21 | ? | ? | -2 | 4% | ? | -29% | 1% | 7.9µM* | -18%
COc1ccc(CC(=O)N/N=C/c2cc([N+](=O)[O-])cc(Br)c2O)cc1 | -8% | -10% | -3 | -5% | -10% | -34% | 19% | ? | -3%
CNc1oc(-c2ccc(F)cc2)nc1S(=O)(=O)c1ccccc1 | -27% | 0% | -3 | 0% | 4% | -11% | 25% | 23% | -3%
Cc1ccc(S(=O)(=O)c2nc(N3CCOCC3)sc2Cl)cc1 | -24% | -11% | -8 | -4% | -2% | -6% | 2% | 21% | -8%
Cc1ccc(NC(=O)CSc2ccccc2NC(=O)c2ccccc2Cl)cc1Cl | ? | 4% | -11 | 5% | ? | ? | ? | 18% | -11%
COC(=O)c1ccc(/C=C2\N=C(SC)SC2=O)cc1 | -10% | -3% | 3 | 0% | -2%[57.1 µM] | 1% | 22% | -8% | 4%
Cc1cccc(C(=O)Nc2ccc(C(=O)N/N=C/c3ccco3)cc2)c1 | ? | nt | -4 | -3% | nt | ? | nt | -119% | nt
Nc1cc2c(cc1Cl)-c1ccccc1C2 | -14% | nt | 1 | 1% | nt | -6% | nt | 19% | nt
Cc1nnc(NC(=O)C2CCCN2S(=O)(=O)c2ccc(Cl)cc2)s1 (stereo not given) | -12% | -2% | -2 | -5% | ? | 0% | -1% | 63%[activator] | -5%
C[C@H](N)[C@H](O)c1cccc(O)c1 | nt | -2%[29.3 µM] | nt | -3% | nt | -1%[19.4 µM] | 0%[21 µM] | nt | -11%[21.4 µM]
CO/N=C/c1ccc(N2CCN(C(=O)c3cccc(Cl)c3)CC2)c([N+](=O)[O-])c1 | -12% | -10% | 0 | -3% | 7% | 2% | -12% | 19% | -3%
COc1ccccc1N(C(=O)Cn1nnc2ccccc21)C(C(=O)NCc1ccco1)c1ccc(C)o1 (stereo not given) | -14% | ? | -6 | 4% | 32% | -14% | -5% | -14% | -2%
COc1ccc(-n2c(=O)c3ccc(C(=O)NCc4ccc(C)cc4)cc3n(Cc3ccc(Cl)cc3)c2=O)cc1 | -3% | -11% | 4 | -5% | -1% | -6% | nt | ? | 1%
C=CCn1c(SCC(=O)Nc2ccc(Cl)cn2)nnc1C1CC1 | -10% | -19% | -2 | -5% | -6% | -2% | 3% | 33%[activator] | 2%
Cc1cc(C(=O)NC2CCCc3ccccc32)no1 (stereo not given) | -11% | ? | 3 | -2% | 23% | -4% | -3% | 61%[activator] | 1%
COc1ccc(NC(=O)C2(c3ccccc3)CCCC2)cc1 | -16% | -19% | -1 | -6% | 23% | -10% | 4% | 63%[activator] | 1%
CC1(C)CC(NC(=O)Cc2ccc(Cl)cc2)CC(C)(C)N1 | -13% | -3% | 1 | -4% | 1% | -2% | 10% | 47%[activator] | -1%
NCCCC[C@H]1CNC(=S)N1CC1(c2ccccc2)CC1 | -13% | 3% | -3 | 0% | 0% | -11% | 1% | 27% | 2%
CC(C)OC(=O)c1nnn(-c2nonc2N)c1CN1CCCCCC1 | -3% | -2% | 4 | -2% | 12% | 0% | -1% | 16% | -9%
Nc1ccc(-c2ccc(N)cc2C(F)(F)F)c(C(F)(F)F)c1 | ? | -8% | -1 | -6% | ? | -16% | 0% | 14% | -7%
COc1ccc(-c2nc3c4ccccc4ccn3c2CN2CCCCC2)cc1OC | ? | -9% | -3 | 1% | -6% | -14% | -4% | 9% | 1%
COc1cccc2cc(C(=O)N3CCN(C(=O)c4ccccc4)CC3)c(=O)oc12 | -5% | -3% | 4 | -2% | -20% | -12% | -10% | 1% | 2%
O=C(CN1C2=NCCCN2c2ccccc21)c1cccs1 | -9% | -12% | 0 | -6% | 23% | -15% | -4% | -5% | 3%
O=C(COc1ccc2ccccc2c1)Nc1nc2ccccc2[nH]1 | -12% | 1% | -2 | -8% | 0% | 2% | 1% | 10% | -6%
Cc1nnc(SCC(=O)Nc2ccc(Br)cc2)n(N)c1=O | -13% | -6% | -7 | -2% | 5% | ? | -14% | 4% | -4%

Random excerpt: two records from the list.
SMILES | Pol eta inh | Anesthetic bind | LDHA block | Glioma ERSR ind | Pol beta inh | POLK inh | APEX1 inh | POLI inh | BLM helicase inh
Cc1ccc(C(=O)OCC(=O)NCC(F)(F)F)cc1C | -18% | -3% | -8 | 3% | 53% | -4% | 1% | 7% | -3%
c1ccc(Oc2ccc(-c3ccn[nH]3)cc2)cc1 | -12% | -5% | -3 | 4% | 1% | -13% | -1% | 167%[activator] | -9%

Going on with the list:
SMILES | Pol eta inh | Anesthetic bind | LDHA block | Glioma ERSR ind | Pol beta inh | POLK inh | APEX1 inh | POLI inh | BLM helicase inh
Cc1cc(CSc2ccccc2)ccc1NC(=O)c1ccc(Br)cc1 | -17% | 1% | -1 | -1% | 35% | 1% | 9% | 21% | -1%
COc1ccc(-n2nc(C(=O)NCC(=O)O)c3ccccc3c2=O)cc1 | -19% | -5% | -4 | -4% | 36% | -8% | 24% | 21% | -3%
Cc1oc(/C=N/NC(=O)CN(c2ccccc2Cl)S(C)(=O)=O)cc1Br | -15% | -14% | 3 | -2% | -17% | -8% | -1% | -5% | -7%
CCCOc1cccc(-c2cc(C(=O)N/N=C/c3ccccn3)c3ccccc3n2)c1 | -26% | ? | -2 | 3% | -18% | -10% | 0% | 101%[activator] | -14%
O=C(NN=C(Cc1ccccc1)Cc1ccccc1)c1ccccc1F | -18% | ? | 0 | 13% | 1% | -8% | -3% | 92%[activator] | -3%
CCOC(=O)C1CCN(C(=O)Cc2ccccc2OC)CC1 | 14% | -5% | -12 | -1% | 5% | -5% | 9% | 59%[activator] | -7%
O=C(Nc1ccc(F)cc1F)c1ccc(CN2CC(=O)N3CCCCC3C2=O)cc1 (stereo not given) | -11% | 25% | 3 | -4% | -6% | -3%[60.1 µM] | nt | 1% | -2%
COc1ccc(NC(=O)c2sc3nc4c(cc3c2N)CN(Cc2ccccc2)CC4)cc1 | -11% | 2% | 4 | -2% | 3% | -6% | nt | 11% | -6%

Screening results: PubChem BioAssay, National Center for Advancing Translational Sciences (NCATS)
